p53 reactivation – qHTS assay for re-activators of p53 using a Luc reporter. Potency, µM (titrated, usually from 92.2 µM), inactives show top-dose activity change, positive = activation, actives largely listed as activators. hit rate 0.063% among 320,000. H1299 p53-A138V BP100-luciferase reporter, luminescence, 24 h. AID 504706, 2011; note: % of control where 0% means no effect; nearly all actives have a fitted effect of over 45% in size
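p53-null H1299 cells stably carrying temperature-sensitive p53-A138V and a BP100-luciferase reporter were pinned with compounds (4-point, 1:5 series) and held 24 hrs at 37 deg C. Luminescence was read 10 min after detection reagent.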
Gal4-VP16 FLuc – VP16 counterscreen qHTS for inhibitors of ROR gamma transcriptional activity; Drosophila S2 Gal4-VP16 UAS-luciferase, luminescence, 20 h; Potency, µM (titrated, usually from 53.6 µM), without a hit: at the highest dose activity, negative = inhibition, usual class: inhibitors; hit rate 3.5% among 310,000; AID 2546, 2010;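 note: Gal4-VP16 expression switched on by copper sulfate through the metallothionein promoter; % is set by controls: 0 for no effect and ±100 for the full control effect; nearly all actives have a fitted effect of over 50% in size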
FLuc counter – qHTS profiling assay for firefly luciferase inhibitor/activator using purifed enzyme and Km concentrations of substrates (counterscreen for miR-21 project); Luciferin 4-monooxygenase (Photinus pyralis), P08659; purified FLuc, Km substrates, luminescence inhibition; Potency, µM (series often up to 57.5 µM), without a hit: at the top dose activity change, negative = inhibition, actives largely listed as inhibitors; hit rate 6.9% among 360,000;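 note: plate controls were vehicle for no effect and reference inhibitor for full effect; nearly all actives have a fitted effect of over 55% in size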
Target sequence (P08659 whole entry, looked up): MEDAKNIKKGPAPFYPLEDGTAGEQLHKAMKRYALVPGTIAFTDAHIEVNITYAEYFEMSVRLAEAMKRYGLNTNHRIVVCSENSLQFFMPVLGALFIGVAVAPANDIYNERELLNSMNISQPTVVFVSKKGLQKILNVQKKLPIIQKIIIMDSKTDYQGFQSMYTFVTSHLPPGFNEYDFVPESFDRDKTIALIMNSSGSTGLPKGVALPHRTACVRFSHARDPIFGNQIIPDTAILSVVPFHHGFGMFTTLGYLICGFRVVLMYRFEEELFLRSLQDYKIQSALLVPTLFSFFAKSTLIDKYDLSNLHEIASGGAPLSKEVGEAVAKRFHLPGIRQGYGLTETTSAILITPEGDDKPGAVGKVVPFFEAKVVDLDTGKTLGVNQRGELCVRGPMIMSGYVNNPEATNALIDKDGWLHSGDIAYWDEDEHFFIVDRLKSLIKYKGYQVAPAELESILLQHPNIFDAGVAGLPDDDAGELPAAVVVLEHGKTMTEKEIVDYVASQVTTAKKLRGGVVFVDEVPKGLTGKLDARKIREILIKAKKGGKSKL
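Purified P. pyralis luciferase (10nM final) with 10uM D-luciferin and 10uM ATP (Km levels) in 50mM Tris acetate pH 7.5, 10mM Mg acetate, 0.01% Tween-20, 0.05% BSA; qHTS 6-point titration, ~60 µM downward; luminescence read.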
Rab9 prom act – qHTS Assay for Rab9 Promoter Activators | AID 485297, 2010 | Huh7 Rab9 promoter-luciferase reporter, luminescence, 24 h | hit rate 2.8% among 320,000 | Potency, µM (series often up to 9.22 µM), for inactives: at the highest dose activation, negative = inhibition, most hits filed as activators; note: % of control where 0% means no effect; nearly all actives have a fitted effect of over 60% in size
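Luminescence from Amplite-detected luciferase (10 minutes, ambient) reports Rab9 promoter activation. Before that, stable Rab9-luciferase Huh7 cells (1500/well, reduced-serum OP-MEM I plus 10% FBS) were exposed to compound for 24 hours at 37C.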
RORgamma inh – qHTS for inhibitors of ROR gamma transcriptional activity | Drosophila S2 Gal4-RORgamma UAS-luciferase reporter, 20 h | Potency, µM (titrated, usually from 53.6 µM), inactives show at the highest dose activity change, negative = inhibition, usual class: inhibitors | hit rate 5.4% among 310,000 | AID 2551, 2010; note: % is set by controls: 0 for no effect and ±100 for the full control effect; nearly all actives have a fitted effect of over 60% in size
Target sequence (P51450 whole entry, looked up, the tested form may be a part): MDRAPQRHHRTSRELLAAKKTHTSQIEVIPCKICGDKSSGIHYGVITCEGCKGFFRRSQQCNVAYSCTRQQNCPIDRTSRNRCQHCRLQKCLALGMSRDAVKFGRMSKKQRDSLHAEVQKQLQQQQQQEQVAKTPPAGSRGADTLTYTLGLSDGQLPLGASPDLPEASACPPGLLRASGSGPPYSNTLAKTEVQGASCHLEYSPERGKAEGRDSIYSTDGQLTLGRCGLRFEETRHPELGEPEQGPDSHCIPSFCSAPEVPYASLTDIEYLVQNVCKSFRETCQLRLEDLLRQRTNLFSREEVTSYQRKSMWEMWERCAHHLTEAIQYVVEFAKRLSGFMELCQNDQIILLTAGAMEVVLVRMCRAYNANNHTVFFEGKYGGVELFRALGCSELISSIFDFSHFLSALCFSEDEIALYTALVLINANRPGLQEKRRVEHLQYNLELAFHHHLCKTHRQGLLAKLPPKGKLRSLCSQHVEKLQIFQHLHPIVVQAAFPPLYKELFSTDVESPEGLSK
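Luciferase reporter read in Schneider cells carrying Gal4-RORγ (mouse) and UAS-Photinus luciferase; cells given compound 1 h before 700 uM copper sulfate induction, then incubated 20 h at ambient temperature.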
CXXC DNA block – qHTS Fluorescence Polarization Assay for Inhibitors of MLL CXXC domain - DNA interaction | Histone-lysine N-methyltransferase 2A (Homo sapiens), Q03164 | MLL-CXXC / FITC-HOXA9 DNA fluorescence polarization | Potency, µM (doses to about 115 µM), for inactives: at the top dose activity change, negative = inhibition, usual class: inhibitors | hit rate 0.037% among 290,000 | AID 2662, 2010; active = well fitted inhibition curve with a large enough effect in the polarisation, with a control signal flat, not every such curve was filed as active; inconclusive = small, poorly fitted or top-dose-only effect, or effect the other way, or a change in a side signal; inactive = no such curve, though single readings can be large or run the other way; the % refers to the polarisation
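Purified MLL-CXXC (added from a 7 uM solution) was preincubated 5 min at ambient with pinned compounds in 50 mM Tris-HCl pH 7.5, 50 mM NaCl, 1 mM DTT, 0.05% BSA. Fluorescein-labeled HOX-A9 DNA (50 nM solution) followed, 30 min, then polarization read.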
uPA generation – qHTS for Inhibitors of Cell Surface uPA Generation. cell surface uPA generation assay, qHTS. Potency, µM (highest dose often 38.3 µM), for inactives: top-dose activity change, negative = inhibition, hits mostly inhibitors. hit rate 0.31% among 330,000. AID 540303, 2011; active = well fitted inhibition curve with a large enough effect; inconclusive = small, poorly fitted or top-dose-only effect; inactive = no such curve, though single readings can be large or run the other way; tested in mouse RAW 264.7 cells; note: % is set by controls: 0 for no effect and ±100 for the full control effect; nearly all actives have a fitted effect of over 55% in size
MBNL1-CUG inh – qHTS Assay for Inhibitors of MBNL1-poly(CUG) RNA binding; hit rate 0.036% among 280,000; TR-FRET MBNL1-His/biotin-(CUG)12 binding, 665/545 ratio; Muscleblind-like protein 1 (Homo sapiens), Q9NR56; AID 2675, 2010; Potency, µM (titrated, usually from 57.5 µM), for the others: at the top dose activity change, negative = inhibition, hits mostly inhibitors; active = well fitted inhibition curve with a large enough effect in the signal ratio, with a control signal flat, not every such curve was filed as active; inconclusive = small, poorly fitted or top-dose-only effect, or effect the other way, or a change in a side signal; inactive = no such curve, though single readings can be large or run the other way; the % refers to the signal ratio; note: % is set by controls: 0 for no effect and ±100 for the full control effect
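Compounds (final 92 nM to 58 uM) are added to His-tagged MBNL1 and biotin-(CUG)12, then terbium anti-His antibody and streptavidin-XL665 (5 nM final). After 60 min at room temperature, the 665/545 nm ratio is read.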
BRCA1 expr act – qHTS Assay to Identify Small Molecule Activators of BRCA1 Expression. MCF7-BRCA1-FFLuc reporter, luminescence, 48 h; response scale: scaled: vehicle 0%, 10 µM genistein 100%. hit rate 1.1% among 380,000. Potency, µM (series often up to 46.1 µM), for the others: top-dose activation, most hits filed as activators; note: nearly all actives have a fitted effect of over 80% in size; some results filed as inactive show a strong effect at the top dose
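Luminescence from a BRCA1-driven firefly luciferase in MCF7 cells was the read-out, taken 15 min after substrate addition following 48 h compound exposure at 37 °C. Data were normalized to a 10 microM genistein control and DMSO vehicle.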
ELG1 genotox – qHTS screen for small molecules that induce genotoxicity in human embryonic kidney (HEK293T) cells expressing luciferase-tagged ELG1. Potency, µM (titrated, usually from 46 µM), inactives show at the top dose activity change, positive = activation, actives largely listed as activators. hit rate 1.3% among 330,000. HEK293T ELG1-luciferase reporter, luminescence, 16 h. AID 504466, 2011; note: % of control where 0% means no effect; nearly all actives have a fitted effect of over 60% in size
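HEK293T cells expressing luciferase-tagged ELG1 were treated with compound or DMSO for 16 hr at 37°C. Luciferase activity was then read after 30 min with ONE-Glo at room temperature; rising signal flags genetic stress.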
NPC1 promoter act – qHTS Assay for NPC1 Promoter Activators; Potency, µM (top dose mostly 9.22 µM), inactives show at the highest dose activation, actives largely listed as activators; hit rate 2.4% among 320,000; Huh7 NPC1 promoter luciferase reporter, 24 h;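 note: % of control where 0% means no effect; nearly all actives have a fitted effect of over 60% in size; reporter is driven by a mutant NPC1 promoter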
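Cells: Huh7 expressing luciferase under the NPC1 promoter, 1500/well. Seeded 2 h, compound added, incubated 24 h at 37 °C. Luciferase reagent, 10 min ambient, then luminescence.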
Starred values were filed as active, the others as inactive; ? = inconclusive; · = no result given; [ ] = dose if it differs, or a comment. Unless noted, calls come from the whole dose curve; as a rule, active = well fitted curve in the direction sought with a large enough effect; inconclusive = small, poorly fitted or top-dose-only effect, or another doubt; inactive = no such curve, though single readings can be large; an effect the other way counts as inactive or inconclusive. Potency is the fitted concentration of half-maximal effect. This is a subset; count on the stated rates, not on these rows.

no. | Molecule | p53 reactivation | Gal4-VP16 FLuc | FLuc counter | Rab9 prom act | RORgamma inh | CXXC DNA block | uPA generation | MBNL1-CUG inh | BRCA1 expr act | ELG1 genotox | NPC1 promoter act
1 | Cc1ccc(S(=O)(=O)c2nc(-c3ccco3)oc2NCC2CCCO2)cc1 (stereo not given) | -12% | 2% | -1% | 0% | 18% | 0% | -2% | -6%[11.5 µM] | -31% | 3% | -3%
2 | O=C(NCCOc1ccccc1)c1cc([N+](=O)[O-])ccc1N1CCOCC1 | ? | · | 8% | -31%[inhibitor] | · | · | -5% | · | -72% | -1% | -33%[inhibitor]
3 | c1ccc(COc2ccc(CNn3cnnc3)cc2)cc1 | ? | 8% | -16% | 12% | ? | -4% | 2% | -1% | 47% | ? | 14%
4 | N#Cc1cccc(S(=O)(=O)NCCOc2ccccc2F)c1 | -5% | · | 4% | -4% | · | · | -2% | · | -2% | 3% | 1%
5 | Cc1cc(=O)[nH]c(-c2cccnc2)n1 | -1% | -1% | -3% | 12% | -14% | ? | 1% | -4% | 26% | 1% | -2%
6 | Cc1cccc(NC(=O)CSc2nnc(-c3ccco3)c(-c3ccco3)n2)c1C | -4% | -13% | ? | 1% | -3% | -12% | -6% | ? | -34% | -3% | 1%
7 | NC(=O)c1cc2cc(Cc3ccccc3Cl)ccc2oc1=O | 0% | -1% | -1% | 0% | 5% | 3% | -1% | 55%[activator] | 4% | 5% | -3%
8 | Cc1ccc(-n2ncc3c2CC(C)(C)CC3NC(=O)CCCN2CCCCC2=O)cc1 (stereo not given) | -2% | -2% | -1% | -4% | 1% | 13% | 1% | 1% | 3% | -1% | 3%
9 | C=CCOC(=O)C1=C(C)NC(SCC(=O)OCC)=C(C#N)C1c1ccc(C)cc1 (stereo not given) | -2% | 14% | 1% | 3% | ? | -6% | 1% | -16% | 0% | 3% | 3%
10 | COc1ccc(N(Cc2cc3ccc(C)cc3[nH]c2=O)C(=O)c2ccco2)cc1 | 0% | -1% | 1% | -6% | 13% | 2% | 14% | -2% | -33% | -2% | 0%
11 | CCCOc1ccc(N2C(=O)CC(N(Cc3ccco3)C(C)=O)C2=O)cc1 (stereo not given) | 9% | ? | 4% | -3% | 44% | 1% | ? | -3% | 10% | 0% | -2%
12 | O=C(CN1CCN(Cc2ccc(Cl)cc2)CC1)N/N=C/c1ccccc1F | -6% | -10% | 1% | -7% | 28% | 1% | 12% | 8% | -14% | -7% | 0%
13 | Cc1ccc2cc(CN(Cc3ccco3)C(=O)c3ccccc3)c(=O)[nH]c2c1C | -1% | -2% | 0% | 5% | 15% | -6% | 0% | 1% | -15% | 1% | 6%
14 | CCOC(=O)c1cccc(NC(=O)C2CCCN(S(=O)(=O)c3c(C)nn(C)c3C)C2)c1 (stereo not given) | -2% | -10% | -2% | 1% | 0% | -13% | 2% | -7% | -16% | -12% | -2%
15 | C(=C\c1ccccn1)/c1ccccn1 | 17% | -3% | ? | ? | -2% | 9% | -1% | ? | 2% | 26% | ?
16 | CC(C)Oc1cccc(C(=O)NC(=S)Nc2ccc3c4c(cccc24)CC3)c1 | 4% | ? | 1% | 4% | 11µM* | -11% | 9% | -2% | -14% | 0% | -3%
17 | O=C(Nc1nnc(C2CC2)s1)c1cccc(S(=O)(=O)N2CCc3ccccc32)c1 | -3% | -1% | 6% | 1% | 9% | 15% | -6% | -6% | -32% | -3% | -2%
18 | Cc1ccc2c(c1)C(c1ccc(N3CCOCC3)cc1)=NNC(c1cccs1)=N2 | 8% | -2% | -18% | -4% | 9% | 9% | 5% | 1% | 6% | -5% | 0%
19 | OC(CN1C2=NCCCN2c2ccccc21)c1ccc(Cl)cc1 (stereo not given) | 1% | -9% | 2% | -3% | -1% | -2% | ? | -1% | -14% | -11% | -2%
20 | COc1ccc(OC)c(S(=O)(=O)NC2CCN(Cc3ccccc3)CC2)c1 | 13% | -6% | 4% | -3% | 4% | 13% | -13% | -11% | -4% | -6% | 1%
21 | O=C(O)c1cc(S(=O)(=O)N2CCCCC2)sc1Cl | 2% | -19% | 2% | -5% | 8% | 4% | 13% | -18% | -3% | 2% | -2%
22 | NC(=O)C1(N2CCCCC2)CCN(Cc2ccccc2Cl)CC1 | -3% | 3% | 7% | -10% | -22% | 1% | -9% | -10% | -1% | 2% | 0%
23 | Cc1cccc(OCCN2C(=O)c3ccccc3C2=O)c1 | 17% | ? | 24µM* | 3.5µM* | 42% | -7% | -2% | 16% | 17% | ? | 27%
24 | O=C(O)CC(Cc1ccc(Cl)cc1)C(=O)Nc1cc(Cl)ccc1Cl (stereo not given) | 4% | -5% | -16% | -2% | 0% | 2% | 3% | -14% | -26% | 0% | 1%
25 | CC1CCCC(NC(=O)COC(=O)c2ccc(N(C)C)cc2)C1C (stereo not given) | -3% | 2% | 0% | -2% | 1% | 25% | 2% | 1% | 0%[1.84 µM] | -6% | 9%
26 | C/C(=N\NC(=O)c1ccccc1F)c1cccc(NC(=O)c2ccc(C)cc2)c1 | -6% | -8% | 2.4µM* | ? | -31% | 0% | ? | -2% | 85% | ? | ?
27 | CCc1nnc(NC(=O)CSc2nnc3c(C)cc4c(C)ccc(C)c4n23)s1 | 9% | -2% | -3% | -17% | 35% | 6% | -9% | 17% | -72% | 3% | -26%
28 | CCN(CC)C(=O)C1CCCN(C(=O)c2cc(COc3cccc(OC)c3)on2)C1 (stereo not given) | 2% | -13% | 2% | 1% | -9% | -4% | 9% | -1% | -3% | 2% | 2%
29 | CC(=O)Nc1ccc(C(=O)OCc2ccc(Cl)c(Cl)c2)cc1 | -6% | -8% | 3% | -3% | 42% | 12% | 5% | · | -6% | 4% | -6%
30 | COC(=O)c1nc(NC(=O)c2ccccc2)n[nH]1 | 14% | -16% | ? | 0% | 7% | 150%[activator] | 3% | 5% | -9% | 3% | -1%
31 | CCOc1ccc(N(C(=O)CNC(=O)c2cccs2)C(C(=O)NCC2CCCO2)c2ccc(OC)c(OC)c2)cc1 (stereo not given) | -4% | 2% | 0% | -11% | 13% | 39%[activator] | -3% | 3% | -13% | 2% | -12%
32 | O=C(NNc1ccccc1[N+](=O)[O-])Nc1ccc(F)cc1 | -2% | 14% | -9% | -3% | 18% | 9% | -20% | ? | -13% | 3% | -3%
33 | O=C(O)C1C(c2ccccc2)C(C(=O)Oc2ccccc2)C1c1ccccc1 (stereo not given) | -5% | 5% | 0% | -4% | 0% | 17% | -7% | -5% | -10% | 7% | -1%
34 | Cc1cc2cc(CNC(=O)c3ccc(S(=O)(=O)N(C)C)cc3)ccc2n1C | 2% | -1% | -1% | -4% | 23% | 3% | 13% | · | -7% | -2% | 0%
35 | O=C(COc1cccc(NC(=O)c2ccco2)c1)c1ccc(F)cc1 | -9% | -3% | ? | 1% | ? | 5% | -2% | -3% | 12% | -1% | -4%
36 | O=C1C2CCCN2C(c2ccccc2F)N1c1ccc(Cl)cc1 (stereo not given) | -6% | 4% | 1% | 3% | 32% | 2% | -10% | 5% | 11% | -5% | -4%
37 | O=C(c1ccc(S(=O)(=O)N2CCC(c3nc4ccccc4s3)CC2)cc1)N1CCOCC1 | 3% | -8% | 0% | -8% | -1% | -16% | · | -7% | -34% | 2% | -1%
38 | O=C(N/N=C/c1ccc(F)cc1)c1c(O)c2ccccc2[nH]c1=O | -7% | -19% | -2% | -3% | ? | 8% | -1% | -11% | -7% | 0% | 1%
39 | O=C(NCCCNCc1ccccc1)c1ccncc1 | 4% | -11% | 1% | 8% | -19% | 4% | -4% | 5% | 12% | 12% | 0%
40 | O=C(O)CCC(=O)NNc1nc(-c2ccccc2)c2cc(Cl)ccc2n1 | 20% | -12% | 0% | -3% | 1% | -5% | -7% | ? | 2% | -1% | 0%
41 | O=S(=O)(N/N=C/c1ccc2c(c1)OCCO2)c1ccc(Cl)cc1 | -5% | -5% | ? | -4% | 0% | 1% | · | 20% | 3% | 2% | -3%
42 | CCCCN(C(=O)CSc1nnc(-c2ccc(Cl)cc2)o1)c1c(N)n(CC(C)C)c(=O)[nH]c1=O | -5% | · | -3% | 0% | · | · | -3% | · | -22% | -3% | -2%
